# Source: PubChem BioAssay (The Scripps Research Institute Molecular Screening Center)
# PME-1 primary: blocks human protein phosphatase methylesterase 1 | 0.53% of 320,000 active | AID 2130 | inhibition, % at 5.9 µM | Q9Y570 | recombinant PME-1, FP-Rh probe fluorescence polarization;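 active = inhibition above the campaign mean of all compounds plus 3 SD, cut at about 26% in these data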;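 note: competitive labeling of PME-1 active site by serine hydrolase directed probe; 0% = PME-1 with DMSO and 100% = wells lacking PME-1 enzyme; inhibitors block probe labeling so polarization falls and inhibition rises; many of its hits are not listed in these tables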
# PAFAH1B3 FP inh: PAFAH1B3 (human) inhibition; Q15102; recombinant PAFAH1B3, FP-rhodamine probe, fluorescence polarization; inhibition, % at 3.39 µM; 0.28% of 340,000 active;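 active = inhibition above the screen-wide average of all tested compounds plus 3 SD, cut at about 25% in these data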;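 note: 0% = enzyme with DMSO only and 100% = wells lacking PAFAH1B3 protein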
# LYPLA2 counter: counter-screen for PME1 inhibitors: inhibitors of human LYPLA2; O95372; recombinant LYPLA2, FP-Rh probe fluorescence polarization; inhibition, % at 5.9 µM; 0.38% of 320,000 active; AID 2177;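 active = inhibition above the screen-wide mean plus 3 SD, limit set per campaign, cut at about 26% in these data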;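 note: 0% = LYPLA2 with DMSO and 100% = wells lacking LYPLA2 enzyme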
# Target sequence (O95372 whole entry, looked up): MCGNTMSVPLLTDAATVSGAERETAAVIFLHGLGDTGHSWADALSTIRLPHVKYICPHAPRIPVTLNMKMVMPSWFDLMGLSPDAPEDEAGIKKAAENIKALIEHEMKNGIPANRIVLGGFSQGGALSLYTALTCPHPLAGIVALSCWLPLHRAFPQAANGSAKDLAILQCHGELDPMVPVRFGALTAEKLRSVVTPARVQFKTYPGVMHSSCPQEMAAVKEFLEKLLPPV
# PAFAH1B2 inh: inhibitors of human PAFAH1B2 | P68402 | inhibition, % at 3.39 µM | recombinant PAFAH1B2, FP-rhodamine activity probe, fluorescence polarization | 1.2% of 340,000 active;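 active = inhibition above the mean of all tested compounds plus 3 SD, cut at about 24% in these data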;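 note: 0% = enzyme with DMSO and 100% = wells lacking PAFAH1B2; many of its hits are not listed in these tables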
# Target sequence (P68402 whole entry, looked up): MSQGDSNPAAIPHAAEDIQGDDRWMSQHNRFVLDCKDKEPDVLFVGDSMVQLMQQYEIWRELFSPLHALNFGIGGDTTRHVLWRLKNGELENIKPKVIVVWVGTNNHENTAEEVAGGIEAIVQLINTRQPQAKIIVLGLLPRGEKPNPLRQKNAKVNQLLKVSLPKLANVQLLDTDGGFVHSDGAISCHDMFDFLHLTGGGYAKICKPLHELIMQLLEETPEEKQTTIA
# pPAFAH FP inh: inhibitors of human plasma PAF acetylhydrolase (pPAFAH); inhibition, % at 3.39 µM; Q13093; AID 463082; 1.5% of 330,000 active; recombinant pPAFAH, FP-rhodamine probe fluorescence polarization;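 active = inhibition above the mean inhibition across the screen plus 3 SD, cut at about 25% in these data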;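 note: inhibitors block binding of the rhodamine activity-based probe so polarization drops; 0% = enzyme with DMSO and 100% = wells lacking pPAFAH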
# PREPL inhibitor: inhibits the human prolyl oligopeptidase-like enzyme; Q4J6C6; recombinant PREPL, fluorescence polarization activity-based probe; inhibition, % at 5.96 µM; 0.68% of 320,000 active; in the data active = inhibition above about 43%;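 note: 0% = enzyme with DMSO and 100% = wells lacking enzyme; many of its hits are not listed in these tables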
# LYPLA1 counter: LYPLA1 (human) inhibition in PME1 counter-screen; O75608; recombinant LYPLA1, FP-Rh probe fluorescence polarization; inhibition, % at 5.9 µM; 0.16% of 320,000 active;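 active = inhibition above the mean of all tested compounds plus 3 SD, set per campaign, cut at about 14% in these data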;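 note: inhibitors block serine hydrolase probe labeling of LYPLA1 so polarization falls; 0% = enzyme with DMSO and 100% = wells lacking LYPLA1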
# Target sequence (O75608 whole entry, looked up): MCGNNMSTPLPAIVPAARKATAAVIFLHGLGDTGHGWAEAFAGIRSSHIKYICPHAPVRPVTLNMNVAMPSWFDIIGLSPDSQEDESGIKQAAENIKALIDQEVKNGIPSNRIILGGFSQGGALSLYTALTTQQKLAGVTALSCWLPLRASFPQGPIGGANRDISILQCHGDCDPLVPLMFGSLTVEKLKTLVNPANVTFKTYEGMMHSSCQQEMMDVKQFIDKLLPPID
# GSTO1 inh: counter-screen for RBBP9 inhibitors: inhibitors of human GSTO1; P78417; recombinant GSTO1, activity-based probe fluorescence polarization; inhibition, % at 5.96 µM; 1.1% of 300,000 active;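 active = inhibition above the campaign mean inhibition plus 3 SD, cut at about 35% in these data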;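 note: 0% = GSTO1-1 with DMSO and 100% = wells lacking GSTO1-1 enzyme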
# Target sequence (P78417 whole entry, looked up): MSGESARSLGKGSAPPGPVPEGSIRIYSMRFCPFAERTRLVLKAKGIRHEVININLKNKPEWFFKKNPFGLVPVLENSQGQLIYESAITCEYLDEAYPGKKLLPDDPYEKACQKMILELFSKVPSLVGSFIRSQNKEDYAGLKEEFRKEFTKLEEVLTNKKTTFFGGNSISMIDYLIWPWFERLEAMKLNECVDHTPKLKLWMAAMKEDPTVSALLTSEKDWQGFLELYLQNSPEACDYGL
# PAD4 inh: inhibitors of human PAD4. Q9UM07. recombinant PAD4, RCA probe fluorescence polarization. inhibition, % at 6.36 µM. 0.41% of 330,000 active;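 active = percent inhibition above a cutoff equal to the mean of all tested compounds plus 3 SD, cut at about 15% in these data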;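 note: 0% = PAD4 with RCA probe and DMSO and 100% = probe without PAD4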
# Starred values were filed as active, the others as inactive; . = not tested or not shown.
SMILES,PME-1 primary,PAFAH1B3 FP inh,LYPLA2 counter,PAFAH1B2 inh,pPAFAH FP inh,PREPL inhibitor,LYPLA1 counter,GSTO1 inh,PAD4 inh
Cc1cc(C(=O)COC(=O)c2ccc(F)cc2F)c(C)n1C1CC1,2,-5,5,3,18,13,1,.,2
COc1ccccc1NC(=O)c1ccc2nsnc2c1,-2,6,-7,4,6,-8,-4,11,-4
O=C(Cc1ccc(Cl)cc1)Nc1ccc(N2CCN(C(=O)c3ccco3)CC2)cc1,-4,11,0,6,19,47*,5,4,0
COc1ccc(S(=O)(=O)N2CCN(C(=O)C3CCC3)CC2)cc1,7,-1,2,0,3,1,4,2,1
CCOC(=O)C(Oc1ccc2c(-c3ccccc3)cc(=O)oc2c1)c1ccccc1 (centres undefined),-2,5,-1,-2,6,-3,-1,1,3
NS(=O)(=O)c1cccc(NC(=O)COC(=O)CN2C(=O)c3ccccc3C2=O)c1,1,6,7,0,-2,-5,2,.,1
CCC(=O)c1ccc(OCC(=O)OCC(=O)Nc2ccc3c(c2)OCCO3)cc1,.,4,.,4,14,16,.,.,-1
Cc1csc2c(NCCCN3CCOCC3)ncnc12,7,-1,-4,2,4,1,1,6,2
CCCN=C1N(C)C[C@@H]2[C@@H]3C(=O)N(C)C(=O)[C@@H]3[C@](CC)(C(=O)OC)N12,.,5,.,1,3,.,.,.,2
Cc1ccc(NC(=O)c2ccc(Cl)nc2)cc1S(=O)(=O)N1CCOCC1,.,8,.,4,2,5,.,.,0
O=C(NCc1ccccc1)N1CCC(n2cnc3cc(F)ccc32)CC1,1,6,3,2,3,-1,0,0,1
C/C(=N\NC(=O)c1ccc(-c2ccccc2)cc1)c1ccco1,-4,-1,-4,-3,6,3,-6,1,-4
CC(C)c1ccccc1-n1c(SCC(=O)c2ccc3c(c2)NC(=O)CO3)nc2ccccc2c1=O,-24,-15,-32,-15,-12,-1,-16,-19,-2
COc1cc(C(=O)NCCNc2nc3ccc(C)cc3cc2C#N)cc(OC)c1OC,-5,-11,-4,0,6,7,-5,0,-5
[O-][N+]1=C(c2cccs2)CN(O)C1,-1,10,0,0,3,-3,1,-2,-7
CCOC(=O)c1nn(-c2ccc(F)cc2)c(=O)c2c(N)scc12,6,9,4,6,1,16,1,17,-2
COc1ccc(S(=O)(=O)N2CCOCC2)cc1NC(=O)c1ccc(OCC(C)C)c(OC)c1,2,4,-3,-1,6,-5,-1,.,0
CCCCC(CC)CNC(=O)c1[nH]c(C)c(C(C)=O)c1C (centres undefined),-7,3,-1,11,2,0,-22,3,4
COc1cc(OC)cc(C(=O)N[C@H](C(=O)OCn2nnc3ccccc3c2=O)C(C)C)c1,6,13,4,5,5,3,3,5,2
Cc1cc(C)cc(Nc2nc3c([nH]2)c(=O)n(C)c(=O)n3C)c1,14,8,0,-12,6,19,3,0,2
Cc1cc(=O)oc2c3c(cc(OCC(=O)NCc4cccnc4)c12)OC(C)(C)CC3,5,8,7,8,13,8,0,-4,7
COc1ccc(-c2cc(C(F)(F)F)nc(SCC(=O)NCc3cccs3)n2)cc1,2,-2,-6,1,2,-16,-1,5,-1
CC(=O)NN1C(=O)c2ccccc2NC1c1ccccc1 (centres undefined),0,3,8,1,2,11,-2,0,4
COc1ccc(C)cc1NC(=S)NNC(=O)c1c(Br)cnn1C,-1,4,-3,3,8,-6,-5,8,-2
Cc1c(CCOC(=O)c2ccc(Cl)cc2Cl)sc[n+]1CC(=O)c1ccccc1,.,7,.,7,-6,-17,.,.,-5
CCCCOc1ccc(C(NC(=O)OCC)NC(=O)OCC)cc1,3,4,5,3,3,1,0,-4,4
CCCn1c2ccccc2c2cnn(CC(=O)NCCCN3CCCC(C)C3)c(=O)c21 (centres undefined),3,1,5,3,8,4,4,2,0
O=C(NC1CCCN(Cc2ccc(Cl)cc2)C1)C1CCC1 (centres undefined),1,9,9,2,2,5,4,2,0
CC(C)CCCCCCNC(=S)Nc1ccc(S(=O)(=O)N2CCOCC2)cc1,-53,-19,-55,-11,0,-1,-34,-20,-3
O=C(O)[C@H](Cc1ccccc1)NC(=O)N1CCN(c2cccc(C(F)(F)F)c2)CC1,3,5,-3,6,-1,3,3,6,1

# Record cards (already shown). Order of values: PME-1 primary | PAFAH1B3 FP inh | LYPLA2 counter | PAFAH1B2 inh | pPAFAH FP inh | PREPL inhibitor | LYPLA1 counter | GSTO1 inh | PAD4 inh
# Shown for O=C(O)[C@H](Cc1ccccc1)NC(=O)N1CCN(c2cccc(C(F)(F)F)c2)CC1 : 3 | 5 | -3 | 6 | -1 | 3 | 3 | 6 | 1
# Shown for COc1ccc(-c2cc(C(F)(F)F)nc(SCC(=O)NCc3cccs3)n2)cc1 : 2 | -2 | -6 | 1 | 2 | -16 | -1 | 5 | -1
# Shown for CCCCOc1ccc(C(NC(=O)OCC)NC(=O)OCC)cc1 : 3 | 4 | 5 | 3 | 3 | 1 | 0 | -4 | 4

# The list goes on:
SMILES,PME-1 primary,PAFAH1B3 FP inh,LYPLA2 counter,PAFAH1B2 inh,pPAFAH FP inh,PREPL inhibitor,LYPLA1 counter,GSTO1 inh,PAD4 inh
Cc1ccnc(NC(=S)NC(=O)/C=C/c2ccc(Cl)cc2)c1,-8,3,-2,-3,-1,0,-1,-2,3
O=C(COc1ccc2c(c1)OCO2)Nc1nnc(Cc2ccccc2)s1,-1,5,-2,2,-4,-8,-1,-4,-4
O=C(N/N=C/c1c(F)c(F)c(F)c(F)c1F)c1ccc(Cn2cc(Br)cn2)o1,-7,-6,0,2,4,-12,-4,-29,5
COc1ccccc1NC(=O)N1CCC(C(=O)c2ccc(Cl)cc2)CC1,-3,1,-3,1,-1,-1,-2,7,-2
Cc1ccc2c(Cl)c(C(=O)NCc3cccnc3)sc2c1,5,6,6,7,3,6,0,-2,3
Cc1cc(C(=O)CNCc2ccco2)c(C)n1-c1ccc(F)cc1,-9,1,5,-6,2,-8,-2,4,-5
COCCNC(=O)c1ccccc1-c1ccccc1C(=O)O,-7,1,3,2,9,1,2,3,2
O=C(C[C@@H]1C/C=C\CCC(=O)OC[C@@H]2CCCN2C1=O)N[C@H](CO)Cc1ccccc1,.,2,.,6,1,9,.,.,1
O=C(Nc1nnc(SCC(=O)N2CCCCC2)s1)C1CCCCC1,-7,-6,-10,-4,-5,-8,-1,2,-8
CS/C(=C\[N+](=O)[O-])Nc1ccc(C)cc1,4,-3,0,-2,4,1,2,1,-6
CCC(C)NC(=O)CSc1nc2ccccc2c(=O)n1CCCN1CCCCC1 (centres undefined),-5,-1,0,0,-5,-4,-3,2,-2
COc1cccc(CN2CC(C(=O)N(C)Cc3ccc(C)cc3)CCC2=O)c1 (centres undefined),7,5,2,4,0,5,-3,4,0
COC(=O)c1c(C(=O)OC)c(-c2ccc(OC)cc2)n2c1CS(=O)C2 (centres undefined),-1,3,-6,-2,0,17,-4,-3,-3
Cc1ccc(S(=O)(=O)NCCC(=O)NC(C)c2ccccc2)cc1 (centres undefined),-2,4,0,5,5,3,-1,3,2
Cc1cccc(C(=O)NC(=S)Nc2cccc3nc(C)ccc23)c1,-2,-3,11,0,4,6,2,2,-1
O=S(=O)(CC(O)COc1ccccc1Cl)c1ccccc1 (centres undefined),0,4,0,8,3,-34,-1,-6,-7
CC[C@@]12C(=O)N(c3cccc(Br)c3)C(=O)N1[C@H](c1cccc(C)c1)[C@@H]1C(=O)N(Cc3ccccc3)C(=O)[C@@H]12,1,3,-1,1,3,-2,-1,0,-4
COc1ccc(C)cc1NC(=O)CN1c2cccc3cccc(c23)S1(=O)=O,12,0,0,-6,0,-1,-3,.,3
CC1CCN(C(=O)CSc2nc3c(cnn3-c3ccc(Cl)cc3)c(=O)[nH]2)CC1,-3,6,-2,4,5,1,0,-6,0
CCN(CC)CCn1c(-c2ccccc2)nc(=S)c2c1CC(C)(C)OC2,-10,-2,-13,0,-2,-11,-1,-8,-6

# Shown with values under each structure: part of the list above.
# Fields – PME-1 primary	PAFAH1B3 FP inh	LYPLA2 counter	PAFAH1B2 inh	pPAFAH FP inh	PREPL inhibitor	LYPLA1 counter	GSTO1 inh	PAD4 inh
- COC(=O)c1c(C(=O)OC)c(-c2ccc(OC)cc2)n2c1CS(=O)C2 (centres undefined)
 : -1	3	-6	-2	0	17	-4	-3	-3
- Cc1ccc(S(=O)(=O)NCCC(=O)NC(C)c2ccccc2)cc1 (centres undefined)
 : -2	4	0	5	5	3	-1	3	2

# Next section:
SMILES,PME-1 primary,PAFAH1B3 FP inh,LYPLA2 counter,PAFAH1B2 inh,pPAFAH FP inh,PREPL inhibitor,LYPLA1 counter,GSTO1 inh,PAD4 inh
COc1cc(OC)c(NC(=O)c2sc3ncn(CC(=O)N4CCOCC4)c(=O)c3c2C)cc1Cl,5,1,-1,4,0,6,5,6,-5
COc1cccc(N=C(N)N)c1,2,9,-3,-2,0,0,5,7,2
S=c1[nH]nc(C2CC2)n1Cc1ccccc1,1,12,4,11,-1,17,4,-3,4
CCCNC(=O)c1ccc(SC)cc1OC,1,5,1,7,2,3,-1,6,2
CCOC(=O)c1ccc(NC(=S)N2CCC(O)CC2)cc1,4,-2,0,1,1,3,4,0,-2
O=C(NC1=NCCS1)c1cccc2ccccc12,5,10,4,-3,-1,5,4,10,0
O=C(c1ccc(Cl)cc1)N1CCN=C1c1ccccc1,-1,-3,4,3,1,-4,0,3,4
CCNC(=S)/N=C(/Nc1ccc(OC)cc1)Nc1nc(C)cc(C)n1,1,.,1,.,-1,-2,3,3,-3
CC(C)=CC(O)C/C(C)=C/COc1ccc2ccc(=O)oc2c1 (centres undefined),9,5,4,8,7,8,0,-3,0
C=CCNC(=S)NNC(=O)c1cc(O)ccc1O,3,.,4,.,6,16,1,62*,-3

# Part of the list above, with bars between the fields:
mol | PME-1 primary | PAFAH1B3 FP inh | LYPLA2 counter | PAFAH1B2 inh | pPAFAH FP inh | PREPL inhibitor | LYPLA1 counter | GSTO1 inh | PAD4 inh
CCNC(=S)/N=C(/Nc1ccc(OC)cc1)Nc1nc(C)cc(C)n1 | 1 | . | 1 | . | -1 | -2 | 3 | 3 | -3
CC(C)=CC(O)C/C(C)=C/COc1ccc2ccc(=O)oc2c1 (centres undefined) | 9 | 5 | 4 | 8 | 7 | 8 | 0 | -3 | 0
C=CCNC(=S)NNC(=O)c1cc(O)ccc1O | 3 | . | 4 | . | 6 | 16 | 1 | 62* | -3

# The list continues:
SMILES,PME-1 primary,PAFAH1B3 FP inh,LYPLA2 counter,PAFAH1B2 inh,pPAFAH FP inh,PREPL inhibitor,LYPLA1 counter,GSTO1 inh,PAD4 inh
COc1cc(/C=C2\SC(=S)N(NS(=O)(=O)c3ccccc3)C2=O)cc(OC)c1OC,-4,3,4,2,6,15,3,5,2
COc1ccc(N2CC(C(=O)Nc3nnc(SCC(=O)NCc4ccco4)s3)CC2=O)cc1 (centres undefined),4,-2,7,-1,12,-2,1,4,-2
CCOC(=O)c1ccc(-n2c(C)nc3c(cnn3-c3ccc(Cl)cc3)c2=O)cc1,-1,-2,-1,5,7,16,-1,2,3
CCOC(=O)[C@H]1[C@H]2COc3ccc(C)cc3[C@@H]2N2C(=O)CN(Cc3ccco3)C(=O)[C@@]12C,3,-2,-1,-1,0,3,-3,.,3

# The list is partial; rates above refer to the full screens.
